sdo1 growth: growth rescue of sdo1-depleted yeast, primary screen, S. cerevisiae, bone marrow failure model; S. cerevisiae sdo1-depleted JHY4D growth rescue, OD600 30 h; active compounds read high; pdr5 snq2 efflux-pump mutant strain; z-score at 10 µM; hit rate 0.21% among 140,000; AID 817, 2007;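 active = z-score above 3 at both the 24 hr and the 30 hr optical density reads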;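 also: z-score against mean and SD of all compound wells on the same plate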
INS promoter inh: inhibitors of insulin promoter-driven GFP, primary screen, imaging, TRM-6 cells (human fetal islet line), eGFP reporter, cell count. reporter expression induced with tamoxifen. inhibition, % at 2 µM. hit rate 0.9% among 130,000;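 active = inhibition above the mean plus 3 SD, with well images judged a real hit on visual review, cut at about 60% in these data, passing the limit was not always enough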
sdo1 growth Rescue 24 h: further read-out of sdo1 growth, marked with its call; z-score; S. cerevisiae sdo1-depleted JHY4D growth rescue, OD600; measured here: growth rescue at 24 h;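 0 is the plate mean of compound wells and units are plate SD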
* marks the source's active call; other numbers are inactive results; . = no result given; & = joins results of further samples. Not all compounds are listed; the hit share may differ from the screen's.

Start of the data: the first 4 records as a preview:
sdo1 growth	sdo1 growth Rescue 24 h	INS promoter inh	Compound
.	.	-9	Cc1nc2ccccn2c1/C(O)=C1\C(=O)C(=O)N(CCN(C)C)C1c1ccco1 (stereo not drawn)
-0.71	0.32	-2	Cc1nc2ccc(F)cc2cc1C(=O)Nc1ccc(Cl)c(Cl)c1
.	.	18	CCOC(=O)C1C(=O)NC(c2ccccc2)=NC1c1ccc(Br)cc1 (stereo not drawn)
0.21	-0.09	40	CC(C)(C)S(=O)(=O)c1ccsc1C(=O)O

The whole of this part, previewed entries included:
sdo1 growth	sdo1 growth Rescue 24 h	INS promoter inh	Compound
.	.	-9	Cc1nc2ccccn2c1/C(O)=C1\C(=O)C(=O)N(CCN(C)C)C1c1ccco1 (stereo not drawn)
-0.71	0.32	-2	Cc1nc2ccc(F)cc2cc1C(=O)Nc1ccc(Cl)c(Cl)c1
.	.	18	CCOC(=O)C1C(=O)NC(c2ccccc2)=NC1c1ccc(Br)cc1 (stereo not drawn)
0.21	-0.09	40	CC(C)(C)S(=O)(=O)c1ccsc1C(=O)O
-0.64	0.21	.	CCCN(CC(=O)Nc1cccc(Br)c1)CC(=O)Nc1ccc(F)c(F)c1F
0.3	0.16	-19	Cc1ccc(C(=O)CSc2nc3cccnc3n2C)cc1
-0.18	-0.24	.	C=C(C)C(=O)NC1=NN(c2ccccc2)C(=O)C1
1	0.86	17	CC1=NN(C(=O)c2cccc(Cn3nc(C)c([N+](=O)[O-])c3C)c2)C(O)(C(F)(F)F)C1 (stereo not drawn)
-0.3	-0.25	50	CC#CCCCC(=O)Nc1ccc(C(=O)O)cc1
.	.	-216	O=C(Nc1ccc(Cl)c(Cl)c1)Nc1cc(C(=O)N2CCOCC2)ccc1N1CCCCC1
0.33	-0.27	-38	COc1ccc(NS(=O)(=O)c2cc(S(C)(=O)=O)ccc2C)cc1
-0.32	-0.57	7	CCn1nc(C)c(NC(=O)CC23CC4CC(CC(C4)C2)C3)c1C
0.28	0.15	33	COc1ccc(NC(=O)C2CCCO2)cc1Cl (stereo not drawn)
.	.	-50	O=C(CCc1ccc(S(=O)(=O)NC2CCCCC2)cc1)NCc1ccccn1
0.53	0.1	.	Cc1ccccc1NC(=O)C(NS(=O)(=O)c1ccc2c(c1)c(=O)n(C)c(=O)n2C)c1ccccc1 (stereo not drawn)
-0.85	-1.1	47	Fc1ccc(CNC(=S)Nc2ccccc2Cl)cc1
1.4	1.9	15	Cc1sc2ncnc(OCC(=O)NCC3CCCO3)c2c1C (stereo not drawn)
-0.8	-0.76	48	Nc1ccc2oc(-c3ccccc3Cl)cc(=O)c2c1O
-1.6	-0.77	.	N#Cc1ccc(/C=N/NC(=O)c2cc(-c3cccs3)nc3ccccc23)cc1
.	.	-17	CCOc1ccc(CNC(=O)CCSCc2ccccc2F)cc1OC
-1.4	-0.92	.	CCOc1ccccc1NC1c2ccccc2C(=O)N1Cc1ccco1 (stereo not drawn)
-1.1	-0.68	19	Fc1ccc(CSc2nc3ccccc3[nH]2)c2ccccc12
0.28	0.52	-29	O=C(NCc1ccccc1)OCCN1CCN(Cc2ccccc2)CCC1=O
-1.4	0	36	COc1cc(OC)cc(C(=O)Nc2ccc(-c3nc4ccccc4o3)c(O)c2)c1
0.18	-0.48	.	COc1cc(NC(=O)C2CCCN2S(=O)(=O)c2cccc3cccnc23)cc(OC)c1OC (stereo not drawn)

Quoted from the listing:
Fc1ccc(CNC(=S)Nc2ccccc2Cl)cc1 @ INS promoter inh = 47
Cc1sc2ncnc(OCC(=O)NCC3CCCO3)c2c1C (stereo not drawn) @ sdo1 growth = 1.4
COc1ccc(NS(=O)(=O)c2cc(S(C)(=O)=O)ccc2C)cc1 @ INS promoter inh = -38
Cc1ccccc1NC(=O)C(NS(=O)(=O)c1ccc2c(c1)c(=O)n(C)c(=O)n2C)c1ccccc1 (stereo not drawn) @ sdo1 growth Rescue 24 h = 0.1
Nc1ccc2oc(-c3ccccc3Cl)cc(=O)c2c1O @ sdo1 growth Rescue 24 h = -0.76

Grouped by structure: those above containing bromine
sdo1 growth	sdo1 growth Rescue 24 h	INS promoter inh	Compound
.	.	18	CCOC(=O)C1C(=O)NC(c2ccccc2)=NC1c1ccc(Br)cc1 (stereo not drawn)
-0.64	0.21	.	CCCN(CC(=O)Nc1cccc(Br)c1)CC(=O)Nc1ccc(F)c(F)c1F

(continued)
sdo1 growth	sdo1 growth Rescue 24 h	INS promoter inh	Compound
0.18	-0.49	-58	Cc1c(Br)c([N+](=O)[O-])nn1CC(=O)NCc1cccs1
0.53	1.7	-29	Cc1cc(CCN2CCC(=O)NC2=O)ccc1OC(C)C
0	0.2	21	Cc1cccc(-c2nnc(SCC#N)n2Cc2ccccc2)c1
-0.15	-1.3	-3	Cc1c(C)n(C(=O)CN2CCC(C)CC2)c2ccccc12
0.82	0.22	.	CCCOC(=O)C1[C@H]2C(=O)N(Cc3ccco3)C[C@]23C=C[C@H]1O3 (stereo partly drawn)
0.62	-0.23	-9	COc1cccc(NC2=CC(=O)CC(C)(C)C2)c1
1.2	2.3	52	CCN(CC)S(=O)(=O)c1ccc(N(C)Cc2cccnc2)nc1
0.08	-0.17	5	CC1(C(=O)NCCCNc2ncc(C(F)(F)F)cc2Cl)C=CCN1C(=O)c1ccccc1 (stereo not drawn)
0.65	0.75	12	COC(=O)CSC1=C(C#N)C(c2cccc(F)c2)CC(=O)N1 (stereo not drawn)
0.54	1.1	.	Cc1oc(/N=C/c2ccc(Cl)cc2Cl)c(C#N)c1C
0.07	-0.21	.	COC(=O)Nc1nnc(/C=C/c2ccc(OC)cc2)s1
0.6	2.3	-36	Cc1ccc(Cn2c(=O)n(CCC(=O)NCc3ccc4c(c3)OCO4)c(=O)c3ccccc32)cc1
-0.17	-0.5	.	O=C(Cn1cnc2ccccc2c1=O)c1c[nH]c2ccccc12
0.59	0.95	-90	Cc1ccc(C(=O)NC(=S)Nc2ccc3[nH]c(=O)[nH]c3c2)cc1
0.7	-0.27	13	Nn1cnc2sc3c(c2c1=O)CCC3
0.82	-0.38	35	COc1ccc(/C=N/NC(=O)CN2CCS(=O)(=O)CC2)cc1
0.63	-0.33	24	Cc1ccsc1/C=N/NC(=O)c1ccc2nc[nH]c2c1
-0.93	0.5	.	CCn1c(C(=O)N2CCC(C(=O)NCc3ccc4c(c3)OCO4)CC2)cc2sccc21
0.71	0.94	-34	COc1cc(/C=N/n2cnnc2)ccc1OS(=O)(=O)c1ccccc1[N+](=O)[O-]
1.6	0.33	-45	Cc1cc(Nc2cc(F)ccc2C)n2nc(C)nc2n1
-0.13	-0.97	-21	CCN(CC)CCNc1nc2ccccc2n1C
-1.1	0.03	15	Cc1ccc(N(C)S(=O)(=O)c2cccc(C(=O)Oc3ccc4c(C)cc(=O)oc4c3)c2)cc1
0.67	0.04	-19	NC(N)=Nc1nc(CSCC/C(N)=N/S(N)(=O)=O)cs1
-1.1	-0.88	-6	Cc1ccc2cc(CN(CC3CCCO3)C(=S)NCc3ccco3)c(=O)[nH]c2c1C (stereo not drawn)
.	.	18	CC(C)CN1C(=O)C(=O)N(CC(=O)N2CCC(Cc3ccccc3)CC2)C1=O
0.9	1.2	.	Cc1cc(N)ccc1-n1c(C)ccc1C
0.14	-0.26	-300	CCc1cc2c(CN3CCN(CCO)CC3)cc(=O)oc2cc1O
1.2	2.5	-39	COc1ccccc1N1CCN(C2CCCC(C)C2)CC1 (stereo not drawn)
-0.54	-0.89	.	CC(C)N1C(=S)SC(C)(C)C1NO (stereo not drawn)
0.41	-0.53	18	COc1ccc2[nH]cc(CC(=O)O)c2c1
0.77	0.47	-29	Cc1cc(C)c2cc(C#N)c(NCCCNC(=O)CCC(=O)O)nc2c1
.	.	-50	COc1ccccc1CNC(=O)COC(=O)c1ccc(Cl)c(N)c1
1	1.5	0	O=C(C1Cc2ccccc2CN1S(=O)(=O)c1ccc(F)cc1)N1CCOCC1 (stereo not drawn)
0.66	0.37	3	CCOc1ccc(C(=O)NCC(=O)OCc2c(C)noc2C)cc1
-0.28	-0.04	0	COC(=O)c1cc(-c2ccccc2)on1
-0.31	-0.08	-71	CCCCOC(=O)CN1C(=O)c2ccc(C(=O)OCCCC)cc2C1=O
-0.92	-0.36	-64	O=C(OC(C(=O)NCc1cccs1)c1ccccc1Cl)c1ccco1 (stereo not drawn)
0.34	0.16	-18	Cc1cc(NC(=O)CCN2CCC(C(N)=O)CC2)ccc1Br
-0.18	-0.51	40	CCCn1c(C(=O)OC)cc2c1ccn2-c1ccc(F)cc1
.	.	-81	O=c1cc(-c2ccc(F)cc2)oc2ccccc12
.	.	18	O=C(/C=C/c1ccc(Br)o1)NCc1ccccc1
1.3	2.1	-7	CCCc1cc(-n2ccnc2)n2c(nc3ccccc32)c1C#N
.	.	-14	CN(C(=O)CCn1c(=S)oc2ccccc21)c1ccc(F)cc1
-0.43	0.27	-3	CCn1c(C)nc2cc(C(=O)N=Nc3c(O)[nH]c4c(C)cc(C)cc34)ccc21
-0.71	-0.89	12	Brc1cnc(N2CCCC2)nc1N1CCOCC1
1.8	0.06	-7	Cc1cc(=O)c(C(=O)O)cn1Nc1ccc(F)cc1
0.7	0.77	42	Cc1onc(-c2c(Cl)cccc2Cl)c1C(=O)Nn1cnnc1
0.7	0.32	-12	COc1ccc(CN2CCN(C(=O)c3ccco3)CC2)cc1
-1.1	-1.2	-10	COc1ccc(C(C)(C)C)cc1NC(=O)CCCn1c(=O)oc2ccccc21
-0.28	-0.2	-7	N#Cc1cccc(Cn2nnc(-c3ccccc3)n2)c1

(cont.)
sdo1 growth	sdo1 growth Rescue 24 h	INS promoter inh	Compound
-1.1	-1.1	-28	O=C(NCc1cccs1)c1cc(S(=O)(=O)N2CCCCC2)ccc1Cl
0.19	-0.33	-22	O=C(Nc1cnc2ccccn2c1=O)c1ccc(Cl)cc1
.	.	-40	CC(CCc1ccccc1)NC(=O)CN1CCN(c2ccc(O)cc2)CC1 (stereo not drawn)
-0.29	-0.16	-47	Cc1cc(NC(=O)NC2(C(F)(F)F)Oc3ccc(Cl)cc3O2)no1 (stereo not drawn)
.	.	37	COc1ccccc1C(=O)NNC(=S)Nc1ccccc1
-0.35	-0.18	52	Cn1nnc(-c2ccc(OCc3ccccc3F)cc2)n1
-1.1	-0.83	30	CC/C(=N\n1nnnc1Nc1ccccc1)c1ccccc1
0.99&2.1	1.4&0.72	0&19	O=C(Cc1cc(=O)[nH][nH]1)N/N=C/C(Cl)=C/c1ccccc1
-1.1	-0.67	.	O=C(Cc1ccccc1)N/N=C/c1ccc([N+](=O)[O-])s1
-0.3	-0.47	-48	O=c1c2ccccc2nnn1CSc1nnc(-c2ccco2)o1
-0.72	-0.91	-66	Cc1cc(C)cc(NC(=O)CSCc2cnn(-c3ccccc3)c2-n2cccc2)c1
-2.2	-1.6	38	CCOc1ncccc1C(=O)NCCN1C(=O)S/C(=C/c2cccs2)C1=O
-1.2	-0.89	-41	COCCN(C(=O)Cc1cccs1)C(C(=O)NCc1ccc(OC)cc1)c1ccc(C)cc1 (stereo not drawn)
0.49	0.18	.	O=C(C1=C(O)C(=O)N(CCN2CCOCC2)C1c1ccncc1)c1ccco1 (stereo not drawn)
0.55	-0.27	6	COCc1ccc2oc(C(=O)O)cc2c1
1.4	3	-36	O=C(COc1ncnc2sccc12)N1CCN(S(=O)(=O)c2ccc(Cl)cc2)CC1
1.9	1.9	-36	O=C(N/N=C/c1cnc2ccccc2n1)c1cccc(F)c1
0.95	0.15	.	CC(=O)Nc1sc(C)c(C)c1C(=O)OC1CCOC1=O (stereo not drawn)
0.51	0.7	.	COCCN1C=C(C(=O)OC)C(c2ccc3c(c2)OCO3)C(C(=O)OC)=C1
0.76	0.24	-29	CS(=O)(=O)c1ccc(Sc2nc3ccccc3[nH]2)c([N+](=O)[O-])c1
.	.	-356	CCSc1nnc(-c2cc(Br)ccc2N=Cc2c(C)[nH]n(-c3ccccc3)c2=O)c(=O)[nH]1
0.2	-0.05	.	CSCC[C@@H](C(=O)NCc1cccs1)N1Cc2ccccc2C1=O
0.86	0.46	-37	CCS(=O)(=O)N1CCN(C(=O)COc2ccc(-c3ccccc3)cc2)CC1
0.59	0.48	21	Cc1ccc(NC(=O)CCn2cccc2)cc1F
-0.64	0.63	-42	COc1cccc(C(=O)NC(=S)Nc2ccc(N3CCCC3)cc2)c1
0.22	0.52	25	CC1(C)OC(=O)C(C(c2ccccc2)C(C#N)C(N)=O)=C(O)O1 (stereo not drawn)
1.1	1.6	.	O=C(Cn1cc2c(n1)CCCC2)NCCc1ccccc1
-0.55	-1.4	.	CCOC(=O)N1CCN(C2=Nc3cccc4cccc2c34)CC1
1	1.3	-18	COC(=O)c1nc2n(n1)C(c1ccc(OC)c(OC)c1OC)C1=C(CCCC1=O)N2 (stereo not drawn)
.	.	-7	COc1ccccc1CN1CCNC(=O)C1CC(=O)NCc1c(C)n[nH]c1C (stereo not drawn)
0.39	0.37	-8	N#CCCN(Cc1cccnc1)C(=O)Nc1ccc(Cl)c(Cl)c1
-0.97	-0.59	-41	CCOC(=O)c1c(NC(=O)c2ccco2)n(C2CCCCC2)c2nc3ccccc3nc12
.	.	5	CC1C2=C(CC(C)(C)CC2=O)NC2=C1C(=O)CC(C)(C)C2
0.02	0.38	-34	C=CCN(CC=C)S(=O)(=O)c1ccc(F)cc1

Of the compounds above, these contain a CF3 group.
sdo1 growth	sdo1 growth Rescue 24 h	INS promoter inh	Compound
1	0.86	17	CC1=NN(C(=O)c2cccc(Cn3nc(C)c([N+](=O)[O-])c3C)c2)C(O)(C(F)(F)F)C1 (stereo not drawn)
0.08	-0.17	5	CC1(C(=O)NCCCNc2ncc(C(F)(F)F)cc2Cl)C=CCN1C(=O)c1ccccc1 (stereo not drawn)
-0.29	-0.16	-47	Cc1cc(NC(=O)NC2(C(F)(F)F)Oc3ccc(Cl)cc3O2)no1 (stereo not drawn)
